Compound activity from PubChem.
GCN5L2 inh: qHTS Assay for Inhibitors of GCN5L2; Histone acetyltransferase KAT2A (Homo sapiens), Q92830; GCN5L2 HAT assay, ThioGlo1 CoA-SH fluorescence; Potency, µM (titrated, usually from 58.9 µM), for inactives: at the highest dose activity change, negative = inhibition, actives largely listed as inhibitors; 0.21% of 390,000 active; AID 504327, 2011
Target sequence (Q92830 whole entry, looked up): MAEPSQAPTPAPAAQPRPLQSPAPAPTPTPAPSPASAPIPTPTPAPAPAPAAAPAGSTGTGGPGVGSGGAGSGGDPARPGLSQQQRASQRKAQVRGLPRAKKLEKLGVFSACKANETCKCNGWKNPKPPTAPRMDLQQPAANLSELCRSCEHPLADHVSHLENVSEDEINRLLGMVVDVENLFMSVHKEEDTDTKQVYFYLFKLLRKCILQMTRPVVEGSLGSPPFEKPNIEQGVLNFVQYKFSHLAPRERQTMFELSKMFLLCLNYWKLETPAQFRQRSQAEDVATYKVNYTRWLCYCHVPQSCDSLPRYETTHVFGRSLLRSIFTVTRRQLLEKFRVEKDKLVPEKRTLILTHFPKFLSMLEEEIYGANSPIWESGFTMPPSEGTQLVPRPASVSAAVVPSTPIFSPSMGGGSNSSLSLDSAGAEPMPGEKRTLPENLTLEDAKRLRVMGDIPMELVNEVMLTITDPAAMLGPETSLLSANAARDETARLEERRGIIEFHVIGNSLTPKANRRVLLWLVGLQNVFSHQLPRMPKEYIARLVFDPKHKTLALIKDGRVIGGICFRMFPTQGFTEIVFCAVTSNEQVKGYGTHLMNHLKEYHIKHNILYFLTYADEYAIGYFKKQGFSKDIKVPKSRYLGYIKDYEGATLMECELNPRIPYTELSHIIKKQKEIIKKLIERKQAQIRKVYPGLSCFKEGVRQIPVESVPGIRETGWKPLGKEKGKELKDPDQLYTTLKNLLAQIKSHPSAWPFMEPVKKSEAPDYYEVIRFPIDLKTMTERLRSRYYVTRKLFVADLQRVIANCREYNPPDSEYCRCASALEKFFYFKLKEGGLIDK
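GCN5L2 (20 nM) in 50mM HEPES pH 7.5, 0.1mM EDTA, 0.01% Tween-20 preincubated 15 min with compounds at room temperature. Reaction started with H3(1-25) 75uM, acetyl-CoA 70uM, ThioGlo1 50uM; CoA-thiol fluorescence (Ex340/Em540) read at 0 and 20 min.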
TDP1 cell noCPT: qHTS for Inhibitors of human tyrosyl-DNA phosphodiesterase 1 (TDP1): qHTS in cells in absence of CPT; Potency, µM (doses to about 46.2 µM), without a hit: top-dose activity change, negative = growth inhibition, most hits filed as inhibitors; DT40 Tdp1-/- hTDP1 cells, no CPT, ATP luminescence, 48 h; 15% of 420,000 active; further: nearly all actives have a fitted effect of over 55% in size
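DT40 Tdp1-/-;hTDP1 cells, no CPT (DMSO vehicle only), 400 cells/well; compounds pin-transferred; ≥48 hr, 37 °C; CellTiter-Glo 30 min RT dark, luminescence read.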
TDP1 cell CPT: qHTS for Inhibitors of human tyrosyl-DNA phosphodiesterase 1 (TDP1): qHTS in cells in presence of CPT; chicken DT40 Tdp1-/-;hTDP1 cells + 20 nM CPT, ATP luminescence, 48 h; Potency, µM (doses to about 46.2 µM), for inactives: at the highest dose activity change, negative = growth inhibition, usual class: inhibitors; 12% of 420,000 active; AID 686979, 2013; further: nearly all actives have a fitted effect of over 55% in size
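Chicken DT40 Tdp1-/- cells complemented with human TDP1, 400 cells/well, exposed to compounds plus 20 nM camptothecin for at least 48 h at 37 C; viability read as ATP content by CellTiter-Glo luminescence.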
* marks the source's active call; other numbers are inactive results; ? = inconclusive; nt = not tested or not shown; [ ] = dose if it differs, or a comment. The call rests on the fitted dose curve; in most records, active means well fitted curve in the direction sought with a large enough effect; inconclusive means small, poorly fitted or top-dose-only effect, or another doubt; inactive means no such curve, though single readings can be large; an effect the other way counts as inactive or inconclusive. On the % scale 0 is the no-effect control and ±100 the full control effect; potency means the concentration at half of the fitted maximal effect. Rows are unselected; about 18% have a hit in one of these screens.

SMILES	GCN5L2 inh	TDP1 cell noCPT	TDP1 cell CPT
CCC1CCC/C1=N\NC(=O)c1cc(C)[nH]n1 (stereo unspecified)	-1%	-17%	-9%
Cc1ccc(S(=O)(=O)Nc2ccc(SC(F)F)cc2)c(C)c1	-10%	?	?
NC(CSCc1ccccc1)C(=O)Nc1ccc([N+](=O)[O-])cc1 (stereo unspecified)	nt	?	?
CCN(C[C@H]1N[C@@](CC)(C(=O)OC)[C@H]2C(=O)N(C)C(=O)[C@@H]12)S(=O)(=O)c1ccc(C)cc1	-4%	-15%	-9%
Cc1ccc(S(=O)(=O)N(CC(=O)Nc2cccnc2)c2cccc([N+](=O)[O-])c2)cc1	-23%	12µM*	?
O=C(OC(C(=O)NCc1cccs1)c1ccccn1)c1cccs1 (stereo unspecified)	-2%	0%	4%
CCc1nc2c(OCC(=O)N3CCOCC3)cccn2c1N(C=O)Cc1ccccc1	nt	-3%	-6%
CCOc1ccc(NC(=O)c2c(NC(=O)c3ccccc3F)sc3c2CCC3)cc1	-3%	-14%	-3%
COc1ccc(S(=O)(=O)N2CCCCC2)cc1NS(=O)(=O)c1ccccc1	-8%	-5%	-2%
COc1ccc(NC(=O)c2cc3cc(C)ccc3[nH]2)cc1	-8%	-18%	-21%
Cc1cccc(NC(=O)CSCC(=O)N=c2sccn2C)c1	0%	7%	8%
O=C(CSc1ccccc1C(=O)N1CCN(c2ccccc2)CC1)N1CCCC1	0%	-23%	?
CCCC1(CC)C(=O)NC(=O)N=C1N (stereo unspecified)	nt	-20%	-3%
C/C=C/c1ccc(OCC(O)CNCC(c2ccc(OC)cc2)N(C)C)c(OC)c1 (stereo unspecified)	-1%	?	?
COc1ccc(CN2CCCC(C(=O)N(C)Cc3ccccc3)C2)cc1OC (stereo unspecified)	-9%	-28%	-15%
COc1ccc(C(CC(=O)O)c2cc(OC)c(OC)c(OC)c2)cc1OC (stereo unspecified)	nt	-19%	-15%
Cc1cccc(N=C2NC(=O)/C(=C/c3cccn3C)S2)c1	1%	18µM*	?
CCSc1nnc(NC(=O)C2CC(=O)N(Cc3ccc(C)cc3)C2)s1 (stereo unspecified)	-2%	-25%	-16%
CN(C)CCCN=Cc1c(O)n(Cc2ccccc2)c(=O)c2ccccc12	-4%	7%	?
COc1ccc(NC(=S)NC(=O)c2cncc(Br)c2)c(OC)c1	-2%	-6%	-2%
COC(=O)c1ccc(NC(=O)C2CC2)o1	0%	-26%	-8%
COc1ccc(-c2cc(C(=O)Nc3ccc(Cl)cc3Cl)c3ccccc3n2)cc1OC	29%	?	?
CSc1cccc(NC(=O)CSc2ccc(Cl)cc2)c1	-5%	?	-24%
Cc1ccc(Nc2ncc(C(=O)N3CCN(c4ccc(F)cc4)CC3)c3ccccc23)cc1Cl	-23%	?	?
Nc1ccn(CC(=O)N[C@H](CO)Cc2c[nH]c3ccccc23)c(=O)n1	0%	-5%	15%
COCC(=O)N1CCC[C@@]2(CCN(C(=O)Nc3cccc(F)c3)C2)C1	-9%	-5%	11%
NNC(=O)c1cc2ccccc2[nH]1	2%	-5%	5%
CCCCn1c(N)c(N(C)C(=O)c2c(C)nn(-c3ccccc3)c2C)c(=O)[nH]c1=O	0%	-14%	13%
O=C([C@H](O)c1ccccc1)N1CCC[C@H]1CO	2%	-21%	19%
CC(=O)c1c(C)oc2ccc(NS(=O)(=O)c3ccc(O)c(C(=O)O)c3)cc12	-8%	4%	-3%
C=CCn1c(N2CCOCC2)nc2c1c(=O)[nH]c(=O)n2C	-6%	-2%	14%
O=C(COc1ccc2ccc(=O)oc2c1)NCCN1CCOCC1	nt	0%	20%
Cc1cccc2nc(CSc3nc4[nH]ncc4c(=O)n3-c3ccccc3Cl)cc(=O)n12	-10%	21µM*	15µM*
O=C1CCC(C(=O)N(CCO)Cc2ccccc2)CN1CC1CCCCC1 (stereo unspecified)	-6%	-15%	-27%
CC1CCN(S(=O)(=O)c2cc(C(=O)NCc3ccc(F)cc3)n(C)c2)CC1	2%	?	?
COc1ccc(C(C(=O)NCc2ccccc2)N(C(=O)Cn2nnc3ccccc32)c2cccc(OC)c2)cc1 (stereo unspecified)	1%	-16%	?
CO/N=C/c1ccc(Sc2ccc(C)cc2)c([N+](=O)[O-])c1	1%	?	?
O=C(CN1C(=O)C2CCCCC2C1=O)N1CCN(c2ccc(F)cc2)CC1 (stereo unspecified)	-9%	-17%	0%
COC(=O)C(CC(C)C)NC(=O)c1cccs1 (stereo unspecified)	-16%	4%	-11%
Cc1ccccc1-c1cccc(CN2CCN(C)C(CCO)C2)c1 (stereo unspecified)	-1%	4%	-23%
COCCCN1C(=O)C(O)=C(C(=O)c2ccc(C)o2)C1c1cccc(Br)c1 (stereo unspecified)	?	-21%	2%
COC(=O)c1sccc1NC(=O)c1ccccc1	-18%	-18%	4%
COCCn1c(SCC(=O)c2c[nH]c3ccccc23)nnc1-c1ccncc1	-1%	-3%	15%
COC(=O)C1=C(c2ccccc2)c2ccccc2S(=O)(=O)N1CC(=O)Nc1cc(C)ccc1C	-11%	?	-28%
COc1cccc(NC(=O)Nc2nnc(COCCO)s2)c1	nt	?	?
CCNc1nc(NC(C)(C)C)nc(N2CCCC2)n1	4%	?	18µM*
CCC1C(=O)NCCN1Cc1ccc2c(c1)CN(Cc1cccn1-c1ccc(Cl)cn1)CCO2 (stereo unspecified)	nt	?	8%[9.04 µM]
N#Cc1ccc(CSc2nc3c(c(=O)[nH]2)CCCC3)cc1	1%	?	?
Cc1ccnc(N2CCCC(C(=O)Nc3ccc(C)c(C)c3)C2)n1 (stereo unspecified)	-3%	?	9.2µM*
CCOC(=O)C1=C(C)NC2=C(C(=O)C(C(=O)OCC)C(c3ccc(OC)cc3)C2)C1c1ccccn1 (stereo unspecified)	0%	2%	-26%

2 consecutive entries already listed, quoted:
SMILES	GCN5L2 inh	TDP1 cell noCPT	TDP1 cell CPT
CCNc1nc(NC(C)(C)C)nc(N2CCCC2)n1	4%	?	18µM*
CCC1C(=O)NCCN1Cc1ccc2c(c1)CN(Cc1cccn1-c1ccc(Cl)cn1)CCO2 (stereo unspecified)	nt	?	8%[9.04 µM]

Later entries
SMILES	GCN5L2 inh	TDP1 cell noCPT	TDP1 cell CPT
CC(=O)c1ccc(NC(=O)CSc2ccc(-c3ccco3)nn2)cc1	?	?	?
CC(=O)c1c(C)[nH]c(C(=O)COC(=O)Cc2ccccc2F)c1C	-7%	-22%	-29%
CC1CCCCN1C/C=C/c1ccccc1[N+](=O)[O-] (stereo unspecified)	-12%	-22%	4%
COc1cccc(Nc2nnc(SCC(=O)N3CCOCC3)s2)c1	-10%	-10%	-6%
Cc1cnc(NS(=O)(=O)c2ccccc2)c(Br)c1	-1%	-16%	-13%
O=C(CSc1cccc[n+]1[O-])Nc1ccc2c(c1)OCCO2	-2%	-11%	-13%
CNC(=O)CSc1ncnc2c1cnn2-c1ccccc1	-3%	9%	20%
COc1ccc(C(=O)CC(=O)C(=O)Nc2ccc(C)cc2Cl)cc1	0%	16µM*	?
Cc1onc(-c2ccccc2)c1C(=O)NC1CC1	8%	-9%	7%
Cc1ccccc1S(=O)(=O)N(C)C[C@H]1OCc2cnnn2CCCC(=O)N([C@@H](C)CO)C[C@H]1C	nt	-26%	4%
COC(=O)c1ccc(NC(=O)CCc2c(C)nc3c(c2C)c(=O)n(C)c(=O)n3C)cc1	-2%	-17%	4%
CCc1ccc(NC(=O)c2ccc3c(c2)N(Cc2ccc(C)cc2)CCS3)cc1	-6%	?	15µM*
CS(=O)(=O)CCCCN=C=S	-8%	18µM*	?
CC1O[C@@H](O[C@H]2C(Oc3cc(O)c4c(c3)OC(c3ccc(O)cc3)CC4=O)OC(CO)C(O)C2O)C(O)C(O)C1O (stereo partly specified)	2%	-3%	2%
NC1=NCCCC1	-15%[0.501 µM]	2.7µM*	3.8µM*
Nc1ncnc2c1ncn2[C@@H]1O[C@H](C(=O)N[C@H]2c3ccccc3C[C@H]2OC=O)[C@@H](O)[C@H]1O	nt	-2%	-8%
CC12CCC(c3c(C(=O)O)nn(-c4ccccc4)c31)C2(C)C (stereo unspecified)	-3%	3%	0%
CCc1nc2ccc(C(=O)N(C)Cc3ccccc3)cn2c1N(CC)Cc1cccc(Br)c1	nt	?	?
Cc1nc2nc(SCC(=O)NCCCN3CCCCCC3)nn2c(C)c1Cc1ccccc1Cl	-7%	?	?
O=C(C[C@H]1C/C=C\C[C@@H](Cc2ccc(F)cc2)C(=O)OC[C@H]2CCCN2C1=O)N[C@H](CO)Cc1ccccc1	-5%	?	?
C[C@H]1CCC[C@]2(O[C@H](CCO)C[C@H](O)[C@H]2O)O1	nt	5%	-1%
CCN(CC)CCCNC(=O)CNC(=O)c1nn(-c2ccc(OC)cc2OC)c(=O)c2ccccc12	nt	13%	-15%
COc1ccc(OCC(=O)Nc2c3c(nn2C(C)(C)C)CSC3)cc1	-16%	?	-27%
O=c1c2ccccc2ncn1-c1ccc(Cl)cc1Cl	-7%	-15%	?
COc1ccc(CN2CCN(CCSc3ccc(C)cc3)CC2)c(OC)c1OC	-5%	?	?
Cc1cc(-c2ccc(S(=O)(=O)Nc3ccccc3F)s2)on1	12%	?	-18%
CN(CCc1ccccn1)C(=O)CCC1CCCN(C(=O)c2c3c(nn2C)CCCC3)C1 (stereo unspecified)	8%	-29%	-6%
Cc1ccc(S(=O)(=O)/N=C/c2cc(Br)ccc2O)cc1	2%	5%	1%
CCN(CC)S(=O)(=O)c1cccc(C(=O)NNC(=O)c2ccc3[nH]c(=O)c(=O)[nH]c3c2)c1	-2%	-4%	-4%
CCN1CCN(S(=O)(=O)c2ccc(Cl)c(C(=O)N(C)Cc3ccccc3)c2)CC1	2%	-25%	?
CN(C)CC1CCCCC1C1(O)c2ccccc2CSc2sccc21 (stereo unspecified)	-7%	?	?
COC(=O)[C@@]12CCCN1[C@H](c1ccc(SC3CCCCC3)cc1)[C@H]1C(=O)N(C)C(=O)[C@H]12	-3%	16µM*	?
COc1cc(/C=N/NC(N)=S)ccc1OCC(=O)N1CCOCC1	-5%	0%	6%
COc1ccc(S(=O)(=O)NNC(=O)c2sccc2-n2cccc2)cc1	-1%	-14%	16%
CCOC(=O)C(C)Sc1nnc2c3ccccc3n(C)c2n1 (stereo unspecified)	-2%	6%	4%
Cc1nnc(NC(=O)CSCc2cc(=O)c3cc(Cl)ccc3[nH]2)s1	-10%	2%	-17%
O=C(Nc1c(C(=O)Nc2cccc3ccccc23)cnn1-c1ccccc1)c1ccco1	-14%	?	?
COc1cc(CNCc2cccnc2)ccc1OCc1ccccc1	-6%	?	-21%

Filtered by structure: the compounds so far with an aryl methoxy group (18)
SMILES	GCN5L2 inh	TDP1 cell noCPT	TDP1 cell CPT
COc1ccc(S(=O)(=O)N2CCCCC2)cc1NS(=O)(=O)c1ccccc1	-8%	-5%	-2%
COc1ccc(NC(=O)c2cc3cc(C)ccc3[nH]2)cc1	-8%	-18%	-21%
C/C=C/c1ccc(OCC(O)CNCC(c2ccc(OC)cc2)N(C)C)c(OC)c1 (stereo unspecified)	-1%	?	?
COc1ccc(CN2CCCC(C(=O)N(C)Cc3ccccc3)C2)cc1OC (stereo unspecified)	-9%	-28%	-15%
COc1ccc(C(CC(=O)O)c2cc(OC)c(OC)c(OC)c2)cc1OC (stereo unspecified)	nt	-19%	-15%
COc1ccc(NC(=S)NC(=O)c2cncc(Br)c2)c(OC)c1	-2%	-6%	-2%
COc1ccc(-c2cc(C(=O)Nc3ccc(Cl)cc3Cl)c3ccccc3n2)cc1OC	29%	?	?
COc1ccc(C(C(=O)NCc2ccccc2)N(C(=O)Cn2nnc3ccccc32)c2cccc(OC)c2)cc1 (stereo unspecified)	1%	-16%	?
COc1cccc(NC(=O)Nc2nnc(COCCO)s2)c1	nt	?	?
CCOC(=O)C1=C(C)NC2=C(C(=O)C(C(=O)OCC)C(c3ccc(OC)cc3)C2)C1c1ccccn1 (stereo unspecified)	0%	2%	-26%
COc1cccc(Nc2nnc(SCC(=O)N3CCOCC3)s2)c1	-10%	-10%	-6%
COc1ccc(C(=O)CC(=O)C(=O)Nc2ccc(C)cc2Cl)cc1	0%	16µM*	?
CCN(CC)CCCNC(=O)CNC(=O)c1nn(-c2ccc(OC)cc2OC)c(=O)c2ccccc12	nt	13%	-15%
COc1ccc(OCC(=O)Nc2c3c(nn2C(C)(C)C)CSC3)cc1	-16%	?	-27%
COc1ccc(CN2CCN(CCSc3ccc(C)cc3)CC2)c(OC)c1OC	-5%	?	?
COc1cc(/C=N/NC(N)=S)ccc1OCC(=O)N1CCOCC1	-5%	0%	6%
COc1ccc(S(=O)(=O)NNC(=O)c2sccc2-n2cccc2)cc1	-1%	-14%	16%
COc1cc(CNCc2cccnc2)ccc1OCc1ccccc1	-6%	?	-21%
